Source: PubChem BioAssay (NCI)
NCI-60 one-dose screen, 48 h, at 10 µM unless noted. Numbers give growth in % (100 = growth as untreated, 0 = no growth, -100 = all killed).
COLO 205: COLO 205 colon cancer | 79,000 tested, 7.3% active
NCI-H322M: NCI-H322M lung cancer. 80,000 tested, 2.7% active. AID 1794733
NCI/ADR-RES: NCI/ADR-RES ovarian cells; 81,000 tested, 4.4% active; AID 1794790
HCT-15: HCT-15 colon cancer. 82,000 tested, 5.2% active. AID 1794746
NCI-H460: NCI-H460 lung cancer; 82,000 tested, 6.8% active; AID 1794736
NCI-H23: NCI-H23 lung cancer; 80,000 tested, 4% active; AID 1794731
HCT-116: HCT-116 colon cancer; 82,000 tested, 7.3% active; AID 1794798
NCI-H226: NCI-H226 lung cancer; 79,000 tested, 3.5% active
NCI-H522: NCI-H522 lung cancer. 78,000 tested, 8% active. AID 1794739
Numbers without * were called inactive; x = no result given; & = joins results of further samples; [ ] = another dose, or the depositor's remark. The calls were made as follows: active = growth percent below 10; inactive = the rest. Compounds were not picked by outcome; 13% or so of the library scored in one or more.

SMILES	COLO 205	NCI-H322M	NCI/ADR-RES	HCT-15	NCI-H460	NCI-H23	HCT-116	NCI-H226	NCI-H522
O=C(/C=C/c1ccccc1)Nc1ccc(-c2nc3ccccc3c(=O)[nH]2)cc1	106	100	97	93	104	97	95	79	73
COc1cc(C(=O)/C=C/c2ccc(N3CCN(C)CC3)cc2)cc(OC)c1OC	91	90	95	92	100	90	104	101	78
COC1=C(OC)C(=O)C(OC)=C(OC)C1=O	113	96	98	108	108	99	99	94	108
O=c1[nH]c(=S)n2c(c1-c1ccccc1)OC(CBr)C2 (stereo not given)	110	102	x	103	105	94	100	88	92
CN1C(=O)N(C)C2C1NN=c1s/c(=C\C=C\c3ccccc3)c(=O)n12 (stereo not given)	42	68	36	32	23	64	32	62	39
COc1ccc(/C=C(\C#N)C(=O)Nc2cc(-c3ccccc3)nn2-c2ccccc2)cc1	117	96	97	98	102	95	96	82	86
O=[N+]([O-])c1ccc(OCCCOc2ccc(S(=O)(=O)Cl)cc2)c(Cl)c1	98	102	108	95	100	105	99	91	82
COc1ccc2[nH]c(O)c(N=Nc3nnc4n3N=C(c3ccccc3)CS4)c2c1	83	92	98	90	35	65	30	x	41
Cc1cc(Nc2nc(N3CCNCC3)nc3ccccc23)n[nH]1	91	91	107	70	93	96	80	86	76
CCCCCCCCCCCCc1ccc(C[N+](C)(C)CC[N+](C)(C)Cc2ccc(CCCCCCCCCCCC)cc2)cc1	93	100	103	101	101	96	93	97	71
COc1cc(NCCN(CC(C)C)CC(C)C)c2ncc(C)cc2c1	50	83	76	34	60	42	32	91	73
CC[C@H](Nc1ncnc2nc[nH]c12)c1nc2cccc(C(=O)Nc3ncc(C(=O)NO)cn3)c2c(=O)n1-c1ccccc1	x	99	106	100	109	97	96	99	84
CCOC(=O)[C@H](CSSc1ncnc2cc[nH]c12)NC(=O)[C@@H](C)c1ccc2cc(OC)ccc2c1	3.7*	11	19	20	33	20	11	40	11
COc1cc(CCn2nnc3c(NCCCCO)ncnc32)cc(OC)c1	109	99	104	102	105	94	98	99	111
C/C=C(/C)N(C(C)=O)N(C(C)=O)c1ccc([N+](=O)[O-])cc1[N+](=O)[O-]	118	110	103	113	111	103	92	97	97
Nc1ccc(CC(=O)O)cc1S(=O)(=O)O	108	132	117	99	107	109	107	119	114
COc1cc(CN(CCC(O)c2ccc(Cl)cc2)Cc2ccccc2)cc(OC)c1OC (stereo not given)	78	96	67	76	91	64	60	67	64
C=C1C(=O)O[C@H]2[C@H]1CC/C(COC(=O)CCCCC(=O)OC/C1=C/CC[C@@]3(C)O[C@H]3[C@H]3OC(=O)C(=C)[C@@H]3CC1)=C\CC[C@@]1(C)O[C@@H]21	-19*	105	87	18	99	65	3.3*	75	-37*
O=C(O)CCn1ccc2ccccc21	110	105	104	84	111	112	105	101	97
C=C(C)[C@@H]1C[C@@H]2Cc3cc(Cl)ccc3N1O2	105	111	100	98	102	100	96	101	116
CCOc1ccccc1/C=N/N=C(N)N	98	115	94	107	97	95	90	83	96
COc1ccc(CC(=O)O)cc1OC	107&105	97&98	95&109	99&99	106&105	96&106	105&92	106&97	103&99
COc1ccc2[nH]c(O)c(C(=Nc3ccc(N(C)C(=O)CN4CCN(C)CC4)cc3)c3ccccc3)c2c1	-6.6*	61	82	25	15	21	11	29	67
c1ccc(CNc2nnc(-c3cccnc3)s2)cc1	x	103	106	104	111	105	99	98	71
C=CCOC(=O)C1=C(C)NC2=C(C(=O)CC(c3ccc(Cl)cc3)C2)C1c1cc(OC)c(OC)c(OC)c1 (stereo not given)	83	86	95	89	99	95	79	79	61
CCOC(=O)Nc1nccs1	104	100	112	104	104	112	104	100	104
CN(C)CCOc1ccc(C(=O)C(=O)N2CCCCC2)cc1	108	109	104	114	106	105	104	107	91
CC1C2CCC(C2)C1COCCOCCO (stereo not given)	121	109	104	98	112	107	108	104	96
COc1ccccc1CNCCCN1C(=O)c2ccc3c4c(ccc(c24)C1=O)C(=O)N(CCCCNCCCN)C3=O	-84*	6.0*	73	75	-39*	-42*	-11*	63	-78*
CN1C(=O)NNC(=O)c2ccccc21	112	92	114	103	101	105	108	94	107
CC/C(=C(\c1ccc(OCCN2CCCCC2)cc1)c1ccc(OC(=O)Cc2ccccc2)cc1)c1ccc(OC)cc1	97	97	107	86	104	92	97	91	95
CCOc1ccc(/C=C(\C#N)C(=O)Nc2ncc(Cc3ccc(Cl)c(Cl)c3)s2)cc1	100	85	87	64	103	98	95	89	83
O=c1[nH]c(Nc2ccccc2)cc2ccccc12	117	100	97	92	97	86	89	97	75
O=C1CCC(C2CCc3cc(O)ccc3C2)C1 (stereo not given)	109	111	109	105	118	103	110	98	77
O=[N+]([O-])c1ccc(CO)cc1	109	99	107	98	99	104	101	98	104
CCCCCCCCCCCCCCCC(=O)OC(=O)CCCCCCCCCCCCCCC	106	105	106	98	115	108	110	101	104
O=C(CC(c1ccccc1)N1CCOCC1)c1ccccc1 (stereo not given)	116	97	91	92	106	83	34	91	89
OCc1ccc(CO)cc1	103	126	102	102	109	98	128	95	104
COc1cc(C2CCN(Cc3ccccc3)CCO2)cc(OC)c1OC (stereo not given)	101	111	94	99	102	100	101	100	85
CCCc1nn2c(CCC(=O)c3nc4ccc([N+](=O)[O-])cc4[nH]3)nnc2s1	112	98	104	100	104	94	x	102	104
O=C(Oc1cc(OC(=O)c2ccccc2)cc(OC(=O)c2ccccc2)c1)c1ccccc1	109	x	112	95	106	112	109	97	87
O=C1C(=Cc2ccc3cccc(Cl)c3n2)C(=O)c2ccccc21	105	86	97	92	110	93	95	97	101
COc1cc(-c2nc(-c3nnc(-c4ccccc4F)o3)c3ccccn23)cc(OC)c1OC	77	87	83	76	100	95	111	82	71
COC(=O)c1ccc2c(c1)nc(-c1cc3ccccc3[nH]c1=O)n2-c1cc(C(C)(C)C)[nH]n1	72	77	2.6*	78	45	45	51	90	-2.0*
O=C(c1ccccc1)c1ccc[n+](CCc2ccccc2)c1	110	91	105	103	111	102	111	96	113
Nc1cc(C(=O)Nc2cccc(C3=NCCN3)c2)ccc1C(=O)Nc1cccc(C2=NCCN2)c1	126	102	107	104	113	94	96	97	90
CCCCC1COc2cccc3c2N1C=C/C3=C\C(=O)N(C)c1ccccc1Br (stereo not given)	111	98	106	95	110	103	97	x	99
Fc1ccc2[nH]c3nc(=S)[nH]nc3c2c1	117	108	97	101	107	90	105	x	96
CCCCC(CC)C(=O)OC(C)C(=O)Nc1ccccc1 (stereo not given)	108	95	96	97	108	88	100	99	101
O=C(NCc1ccccc1)C(Cl)Cl	116	102	104	98	108	104	108	93	101
CC(=O)Nc1cc(F)cc(C(F)(F)F)c1Cl	109	99	96	102	99	92	94	91	100
O=C(N/N=C/c1ccccc1Cl)C(=O)Nc1cccc(C(F)(F)F)c1	113	108	98	97	99	105	92	x	105
Cc1ccccc1NC(=O)c1sc2nc(C)c(C(=O)/C=C/c3ccccc3)cc2c1N	64	55	1.1*	-1.4*	0.3*	43	10	26	18
CN(C)CCC(O)(c1ccccc1)c1ccccc1Cl (stereo not given)	120	x	101	104	103	101	105	97	98
O=C(NCCCl)NC1CC2CCC1C2 (stereo not given)	114	91	103	98	105	98	104	110	90
COCCCNc1nc2ccccc2c2c(=O)c3cc(F)ccc3sc12	110	87	100	81	105	97	80	98	81
CCCCCCCCCCNCc1ccccc1	100	90	98	92	108	92	96	91	100
OCCNC(Cc1ccccc1)C1CC=CCC1 (stereo not given)	84	97	101	99	110	102	84	102	54
CCCn1c(=O)c2c(nc(NCCc3ccc(O)c(O)c3)n2C)n(C)c1=O	x	101	92	91	100	94	99	104	84
O=C1OC(c2ccc3ccccc3c2O)(c2ccc3ccccc3c2O)c2ccccc21	85	107	95	96	110	90	80	x	67
Following part
SMILES	COLO 205	NCI-H322M	NCI/ADR-RES	HCT-15	NCI-H460	NCI-H23	HCT-116	NCI-H226	NCI-H522
COc1cc(Cn2c(-c3ccccc3)c(Cl)c3c2-c2oncc2CC3)cc(OC)c1	113	68	48	81	46	72	47	109	9.4*
Nc1ccccc1/C=C1\Cc2ccccc2C1=O	108&98	104&127	104&103	100&99	96&109	101&89	101&106	85&89	110
C#CCNC(=O)c1ccc(N=Nc2ccccc2)cc1	122	x	95	74	101	119	100	91	90
N=C(N)c1ccc(-c2cccs2)cn1	101	112	93	88	101	79	108	93	31
CC(=O)N1N=C(c2ccc(-n3ccc(C(F)(F)F)n3)cc2)CC1c1ccc[nH]1 (stereo not given)	112	97	99	95	102	100	100	104	87
Cc1nn(-c2ccc(Br)cc2)c2nc(C(F)(F)F)nc(Nc3ccc(NCc4c(-c5ccccc5)no[n+]4[O-])cc3)c12	73	85	89	35	47	92	32	75	84
CC(=O)N1N=C(c2ccc(Nc3nc(Nc4ccc(F)cc4)nc(Nc4ccc(F)cc4)n3)cc2)CC1c1ccccc1 (stereo not given)	69	92	73	89	92	90	81	102	89
N#CCCOC(=O)Nc1ccccc1	x	120	104	102	119	101	105	107	110
CCCCCCCCCC(CCCCCCCCC)NCc1ccccc1	88	102	94	86	105	96	89	94	88
C/C=C(\C)C1=C2CC[C@H](c3ccccc3)O[C@@H]2CCCN1S(=O)(=O)c1ccc(C)cc1	115	101	105	102	101	94	96	88	81
c1ccc2c(c1)Oc1cccnc1-n1nccc1-2	119	102	100	108	103	98	104	77	100
COc1ccc(CCNC(=O)c2ccc(Cl)cc2)cc1OC	106	102	108	107	97	103	91	106	95
O=c1[nH]c2ccc(Oc3ncccn3)cc2c(=O)n1Cc1cccc(NC(=S)Nc2c(Cl)cccc2Cl)c1	115[8.75 µM]	65[8.75 µM]	94[8.75 µM]	92[8.75 µM]	96[8.75 µM]	93[8.75 µM]	103[8.75 µM]	84[8.75 µM]	89[8.75 µM]
CCc1n(Cc2ccc3ccccc3n2)cc[n+]1Cc1ccc2ccccc2n1	-39*	73	104	92	35	16	35	48	-3.5*
O=C1N/C(=N\c2nccs2)S/C1=C\c1cccs1	29	45	-0.8*	17	15	38	15	20	21

One compound at a time, from the list above.
Entry for O=C(CC(c1ccccc1)N1CCOCC1)c1ccccc1 (stereo not given) → COLO 205: 116; NCI-H322M: 97; NCI/ADR-RES: 91; HCT-15: 92; NCI-H460: 106; NCI-H23: 83; HCT-116: 34; NCI-H226: 91; NCI-H522: 89
Entry for CCOc1ccc(/C=C(\C#N)C(=O)Nc2ncc(Cc3ccc(Cl)c(Cl)c3)s2)cc1 → COLO 205: 100; NCI-H322M: 85; NCI/ADR-RES: 87; HCT-15: 64; NCI-H460: 103; NCI-H23: 98; HCT-116: 95; NCI-H226: 89; NCI-H522: 83

Another view of 3 compounds above.
| SMILES | COLO 205 | NCI-H322M | NCI/ADR-RES | HCT-15 | NCI-H460 | NCI-H23 | HCT-116 | NCI-H226 | NCI-H522 |
| --- | --- | --- | --- | --- | --- | --- | --- | --- | --- |
| COc1ccc(CCNC(=O)c2ccc(Cl)cc2)cc1OC | 106 | 102 | 108 | 107 | 97 | 103 | 91 | 106 | 95 |
| N=C(N)c1ccc(-c2cccs2)cn1 | 101 | 112 | 93 | 88 | 101 | 79 | 108 | 93 | 31 |
| Nc1ccccc1/C=C1\Cc2ccccc2C1=O | 108&98 | 104&127 | 104&103 | 100&99 | 96&109 | 101&89 | 101&106 | 85&89 | 110 |

(listing goes on)
SMILES	COLO 205	NCI-H322M	NCI/ADR-RES	HCT-15	NCI-H460	NCI-H23	HCT-116	NCI-H226	NCI-H522
COc1ccc(C2c3c(c4cc(Cl)ccc4[nH]c3=O)Oc3ncn4nc(-c5ccco5)nc4c32)cc1 (stereo not given)	x	100	104	99	107	98	97	98	93
CCCC(=O)OCCCOCCCOc1ccccc1	105	105	108	111	103	100	95	102	93
CNC(=S)Nc1ccccc1	106	111	104	87	109	99	109	106	98
O=C(CSc1nnc(-c2ccc(-c3nc4ccc(Cl)cc4[nH]3)cc2)o1)Nc1ccc(C(=O)/C=C/c2ccc(Cl)cc2)cc1	124	105	101	102	118	106	69	108	95
Oc1ccc(/C=N\N=C\c2ccco2)c(O)c1	109	108	101	102	106	98	98	100	x
Cc1nn(C)c(=S)[nH]c1=S	106	95	111	100	119	103	105	92	88
CCOc1nc2c(N)ncnc2n1CC1CCOC1 (stereo not given)	133	101	113	109	116	103	104	133	94
COc1ccc2c(c1)CC/C(=C\Nc1ccc(Cl)cn1)C2=O	98	105	95	93	98	95	102	106	80
CCOC(=O)c1sc2ncnc(Nc3ccc(OCc4ccc(Cl)cc4)c(Cl)c3)c2c1C	103	103	103	99	95	103	90	107	83
CC[C@H](Nc1nc(N)nc(N)c1Cl)c1nc2cccc(NCc3ccc(C(=O)NO)cc3)c2c(=O)n1-c1ccccc1	-20*	36	82	41	1.8*	-72*	-64*	4.5*	-13*
CC1(C)CC(=O)C(CC(=O)c2ccccc2)=C(NN=C(N)N)C1	109	106	x	103	104	101	96	89	99
C/C(=C(/c1ccccc1)c1ccc(N2C(=O)c3cccc4c(N5CCN(Cc6ccccc6)CC5)ccc(c34)C2=O)cc1)c1ccccc1	96	95	98	94	112	88	88	97	88
CC(=O)OC1C=CCC2C(=O)OC(=O)C12 (stereo not given)	118	94	107	97	106	91	104	104	93
O=c1nc2onnc2c(/C=N\O)[nH]1	97	108	104	123	110	99	101	110	x
O=C(O)c1ccccc1-c1c2cc([N+](=O)[O-])c(=O)c(Br)c-2oc2c(Br)c(O)c([N+](=O)[O-])cc12	113	92	103	107	101	99	105	96	95
